Bioassay records (PubChem BioAssay)
Pf growth 96h: inhibits malaria parasite growth, 96 h; P. falciparum luciferase reporter growth, 96 h; Potency, µM (highest dose often 28.7 µM), without a hit: at the top dose activity change, negative = inhibition, actives largely listed as inhibitors; actives 6.9% (n = 320,000)
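P. falciparum expressing integrated firefly luciferase, in erythrocytes at 2% hematocrit, 0.05% parasitemia, incubated with compounds 96 h at 37 C, 5% CO2. Growth inhibition read as loss of luminescence; two-generation exposure targets delayed-death apicoplast inhibitors.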
HCV inh: inhibitors of hepatitis C virus infection; Potency, µM (series often up to 41.8 µM), for the others: at the highest dose activity change, negative = inhibition, most hits filed as inhibitors; Huh7.5.1 HCVcc-Cre infection, luciferase reporter, 44 h; AID 651820; actives 3.4% (n = 340,000)
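Reporter virus HCVcc-Cre (~0.5 moi) infects cells exposed to compound; seeding density 1,000 cells/well with 4 h settling beforehand. Luminescence, 15 sec read, taken 44 h post-infection following a 15 min RT substrate incubation.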
Pf growth 48h: P. falciparum growth inhibition at 48 hours (one generation); P. falciparum luciferase growth in erythrocytes, 48 h; AID 504832; actives 5.9% (n = 310,000); Potency, µM (doses to about 28.7 µM), without a hit: at the highest dose activity change, negative = inhibition, actives largely listed as inhibitors
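In quantitative HTS format, infected erythrocytes bearing luciferase-reporter parasites were treated for a single generation at 37 C. Luminescence after adding detection reagent served as the growth measure.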
TbPYK inhibitor: T. brucei pyruvate kinase inhibition. Q57TT1. TbPYK enzyme, Kinase-Glo Plus ATP luminescence, 45 min. Potency, µM (series often up to 76.8 µM), for inactives: at the highest dose activity, negative = inhibition, hits mostly inhibitors. actives 0.12% (n = 410,000). AID 624173; note: nearly all actives have a fitted effect of over 50% in size
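Screened from lowest to highest concentration, compounds were pinned into TbPYK/substrate mixtures, and ADP (130 uM final) was added. Plates sat at room temperature for 45 min prior to Kinase-Glo Plus detection by luminescence.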
LmPK inh: LmPK (Leishmania mexicana) enzyme inhibition. Q27686. Potency, µM (doses to about 57.5 µM), inactives show at the top dose activity change, negative = inhibition, actives largely listed as inhibitors. purified LmPK, Kinase-Glo ATP luminescence, 1 h. actives 0.37% (n = 290,000)
Target sequence (Q27686 whole entry, looked up): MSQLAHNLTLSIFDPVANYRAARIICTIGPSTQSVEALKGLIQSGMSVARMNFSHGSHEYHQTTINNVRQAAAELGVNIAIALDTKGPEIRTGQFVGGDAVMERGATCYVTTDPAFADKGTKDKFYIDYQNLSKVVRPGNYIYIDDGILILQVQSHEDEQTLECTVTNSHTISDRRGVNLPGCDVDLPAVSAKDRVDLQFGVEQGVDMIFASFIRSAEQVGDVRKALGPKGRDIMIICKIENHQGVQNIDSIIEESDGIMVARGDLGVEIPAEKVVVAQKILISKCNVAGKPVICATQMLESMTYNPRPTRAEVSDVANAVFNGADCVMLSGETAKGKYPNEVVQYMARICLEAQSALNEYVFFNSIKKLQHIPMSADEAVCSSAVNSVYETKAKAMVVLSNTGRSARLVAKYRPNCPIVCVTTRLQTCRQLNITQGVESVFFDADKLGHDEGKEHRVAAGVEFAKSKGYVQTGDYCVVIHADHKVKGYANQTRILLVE
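Pyruvate kinase activity monitored as ATP production (luciferase luminescence). Conditions: 0.1 nM enzyme, 0.5 mM PEP, 0.1 mM ADP, 1 h, RT; normalized against uninhibited and no-enzyme wells.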
Sm TGR block: S. mansoni TGR enzyme inhibition; purified TGR, DTNB reduction, TNB absorbance 405 nm; Potency, µM (titrated, usually from 114 µM), without a hit: at the top dose activity change, negative = inhibition, actives largely listed as inhibitors; actives 3% (n = 360,000); AID 485364; note: nearly all actives have a fitted effect of over 60% in size
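Kinetic colorimetric format: TGR-catalysed, NADPH-driven DTNB reduction monitored via TNB absorbance. Enzyme dispensed at 20 nM; compound exposure 15 min at room temperature before reaction start.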
Numbers without * were called inactive; ? = inconclusive; nt = not tested or not shown; & = joins results of further samples; [ ] = remark or other dose. Calls come from the whole dose curve; as a rule, active = well fitted curve in the direction sought with a large enough effect; inconclusive = small, poorly fitted or top-dose-only effect, or another doubt; inactive = no such curve, though single readings can be large; an effect the other way counts as inactive or inconclusive. % is set by controls: 0 for no effect and ±100 for the full control effect; potency is the fitted concentration of half-maximal effect.

molecule | TbPYK inhibitor | HCV inh | Pf growth 96h | Pf growth 48h | Sm TGR block | LmPK inh
Cc1cc(C)cc(OCC(=O)Nc2ccccc2N2CCCCC2)c1 | 1% | -8% | nt | 3% | -19% | -1%
O=C(NCc1ccc(Cl)cc1)C(=O)NCC1OCCN1S(=O)(=O)c1cccs1 (stereo not given) | -5% | -9% | 7% | 22% | -16% | -2%
O=C(Nc1cccnc1)c1ccc([N+](=O)[O-])o1 | -3% | ? | 0% | ? | ? | 1%
O=C(CSc1ccc2c(c1)OCCO2)Nc1ccc(N2CCOCC2)cc1 | 3% | 17% | 3% | -9% | -1% | 3%
COc1cc2cc[n+](Cc3ccc([N+](=O)[O-])cc3)cc2cc1OC | 5% | 6% | 3.3µM* | 4.7µM* | -15% | 1%
COc1cc([C@@H]2CC=C(C(=O)O)[C@H](c3ccc(Cl)cc3)N2S(=O)(=O)c2ccc(C)cc2)cc(OC)c1OC | 3% | 10% | 9.3µM* | 9.3µM* | -18% | nt
O=C(NCc1ccco1)c1ccccc1-c1nc(-c2ccc(F)cc2)no1 | -6% | ? | 42%[activator] | 22% | ? | 3%
O=C(NCC1CCCO1)c1ccc(NC(=O)C2CC=CCC2C(=O)O)cc1 (stereo not given) | -1% | 7% | 36%[activator] | 22% | 3% | 4%
CCN1CCc2nc(N)oc2CC1 | 4%&4% | 11% | 35%&-11%[activator] | 14%&-9% | 5.6µM* | nt
Fc1ccccc1/C=N/n1cc(-c2ccccc2)[nH]c1=S | ? | -12% | ? | ? | -6% | ?
O=C(Cc1cccc(C(F)(F)F)c1)NCc1ccc(Cl)cc1Cl | -14% | 15% | 7% | 13% | -11% | -2%
O=C(NCc1ccccc1)C1CCC(CNS(=O)(=O)c2cccs2)CC1 (stereo not given) | -3% | -15% | ? | 2% | 1% | 1%
CC(=O)Nc1ccc(NC(=O)C(C)OC(=O)c2oc3ccccc3c2C)cc1 (stereo not given) | -7% | ? | 14% | 31%[activator] | -2% | nt
O=C(NCCCn1ccnc1)C(=O)Nc1ccccc1 | 10% | 32%[activator] | 40%[activator] | 24% | nt | -4%
COCCCN1C(=O)C2C(C(=O)Nc3cc(C)cc(C)c3)C3C=CC2(O3)C1C(=O)NC1CCCCC1 (stereo not given) | -7% | -13% | ? | -2% | 40µM* | -5%
Clc1ccc(C2[C@H]3CN(CC4CCCCC4)[C@H](c4ccccc4)C34CC2(c2cccnc2)C4)cn1 (stereo not given in full) | 0% | 25%[8.37 µM] | ? | 3.7µM* | ? | -5%
COc1ccc(CNc2ccc(Cl)cc2)cc1Cn1ccnc1 | -4% | ? | 0% | ? | -3% | 0%
CC(C)C[C@@H](CO)N(Cc1ccccc1)S(=O)(=O)N(Cc1ccccc1)[C@@H](CO)CC(C)C | 0% | -7% | 2.6µM* | 7.4µM* | 25% | nt
CN1CCN(C2=C(Cl)C(=O)N(CCc3ccccc3)C2=O)CC1 | -1% | ? | -92% | 52%[activator] | ? | 5%
O=C(Cc1ccc(F)cc1)N1CCC(CC2CC(c3cccc(Br)c3)=NO2)(C(=O)NCC2CCCCC2)CC1 (stereo not given) | 1% | -16% | 1.2µM* | ? | -5% | 1%
COc1ccccc1CCNC1CCCCCC1 | -1% | -9% | 0% | 4% | -20% | -1%
OCC1CCCN(C2CCN(Cc3nc(Cc4cccc(C(F)(F)F)c4)no3)CC2)C1 (stereo not given) | 1% | -16% | 13% | -19% | 0% | 4%
CCN1CCc2nc(NC(=O)CC(c3ccccc3)c3ccccc3)sc2C1 | -5% | ? | 10µM* | 5.9µM* | ? | 1%
COC(=O)Cc1ccc(NC(=O)c2ccc(C)c(C)c2)cc1 | nt | ? | ? | nt | -22% | 0%
COc1cccc(C(=O)Nc2cccc(OC(C)=O)c2)c1 | -2% | 2% | 149%[activator] | 150%[activator] | -4% | 25µM*
Cc1cc(-n2cc(Br)c(=O)[nH]c2=O)nc(-c2ccccc2)n1 | -2% | -1% | -7% | ? | -6% | 1%
CCOc1cc2c(cc1OC)C(NC(=O)C(F)(F)F)CC2=O (stereo not given) | -3% | 4% | 25% | -13% | -8% | -3%
Cc1nn(Cc2ccccc2)c(Cl)c1C(=O)OCC(=O)N1CCCC1 | 2% | -5% | -2% | 35% | -3% | 5%
CC(=O)C1=C(O)C(=O)N(c2ccc(Br)cc2)C1c1cccc([N+](=O)[O-])c1 (stereo not given) | -8% | 8% | -17% | 18% | -22% | 2%
O=C(Nc1ccc2c(c1)C(=O)OC2)c1ccc(C(F)(F)F)cc1 | -7% | 3% | 6% | 29% | -2% | 9%

Copied from above for reference:
molecule | TbPYK inhibitor | HCV inh | Pf growth 96h | Pf growth 48h | Sm TGR block | LmPK inh
Cc1nn(Cc2ccccc2)c(Cl)c1C(=O)OCC(=O)N1CCCC1 | 2% | -5% | -2% | 35% | -3% | 5%
CC(=O)C1=C(O)C(=O)N(c2ccc(Br)cc2)C1c1cccc([N+](=O)[O-])c1 (stereo not given) | -8% | 8% | -17% | 18% | -22% | 2%
O=C(Nc1ccc2c(c1)C(=O)OC2)c1ccc(C(F)(F)F)cc1 | -7% | 3% | 6% | 29% | -2% | 9%

A few values from the entries so far.
LmPK inh result of Clc1ccc(C2[C@H]3CN(CC4CCCCC4)[C@H](c4ccccc4)C34CC2(c2cccnc2)C4)cn1 (stereo not given in full) → -5%
Pf growth 48h result of O=C(CSc1ccc2c(c1)OCCO2)Nc1ccc(N2CCOCC2)cc1 → -9%
LmPK inh result of O=C(Cc1ccc(F)cc1)N1CCC(CC2CC(c3cccc(Br)c3)=NO2)(C(=O)NCC2CCCCC2)CC1 (stereo not given) → 1%
TbPYK inhibitor result of CC(=O)Nc1ccc(NC(=O)C(C)OC(=O)c2oc3ccccc3c2C)cc1 (stereo not given) → -7%

Later entries
molecule | TbPYK inhibitor | HCV inh | Pf growth 96h | Pf growth 48h | Sm TGR block | LmPK inh
CCC(=O)Nc1nnc(SCC(=O)NCc2ccc3c(c2)OCO3)s1 | -11% | nt | 23% | 13% | 0% | -7%
O=C(c1ccc(-c2ccccc2)cc1)N1CCN(c2nc3ccccc3o2)CC1 | -15% | 20% | ? | 20% | 6% | 6%
COc1cc(/C=N\Nc2nc3ccccc3[nH]2)cc(OC)c1OC | -5% | ? | ? | 0.17µM* | 6% | 9%
CN(C)c1ccc(-c2n(C)c3ccccc3[n+]2C)cc1 | 1% | 8.9µM* | nt | ? | 3% | -3%
Cc1nc(SCC(=O)Nc2ccnc3ccccc23)n[nH]1 | 9% | ? | 77%[activator] | nt | -2% | -12%
Oc1cc2c(cc1CN1CCN(c3cccc(C(F)(F)F)c3)CC1)CCC2 | 0% | -2% | 1.2µM* | 1.7µM* | 9% | 5%
COC(=O)C1=C(c2ccc(F)cc2F)C[C@@H]2CC[C@H]1N2C(=O)NC1CCCCC1 | 8% | 17% | 35%[activator] | 20% | 2% | nt
CCOC(=O)N1CCN(S(=O)(=O)c2ccc(OCC(=O)OC)c(C)c2)CC1 | 4% | 13% | nt | 7% | 2% | 3%
CC(Sc1ccccc1)C(=O)N1CCN(S(=O)(=O)c2ccccc2C(F)(F)F)CC1 (stereo not given) | -8% | 2% | -7% | -4% | -20% | 0%
CN(C)/N=C/c1ccc(P(c2ccc(/C=N/N(C)C)o2)c2ccc(/C=N/N(C)C)o2)o1 | -2% | ? | -24% | -16% | -8% | 12%
C=CCNc1nc(C(=O)OCC(=O)Nc2cc(S(C)(=O)=O)ccc2Cl)cs1 | -17% | -1% | 2% | 35%[activator] | 1% | nt
Cc1cccnc1-n1c(-c2ccco2)nc2ccccc2c1=O | 1% | 7% | 116%[activator] | 0% | -23% | -1%
Cc1nnsc1S(=O)c1ccccc1Cl (stereo not given) | -1% | 5% | ? | ? | 2% | 4%
COc1ccc(Cc2nnc(SCC(=O)Nc3cc(Cl)ccc3C)[nH]c2=O)cc1 | 0% | 17% | 12% | 14% | 1% | nt
CC(C)c1nnc(NC(=O)C2CCCN2C(=O)Nc2ccccc2F)s1 (stereo not given) | -3% | 3% | 22% | 58%[activator] | nt | 0%
CCOc1cc(NC(=O)c2cccs2)c(OCC)cc1NC(=O)c1ccco1 | -1% | -23% | ? | -4% | -28% | 4%
c1ccc2c(c1)CCCn1nnnc1-2 | 5% | 10% | 3% | 1% | 3% | 4%
O=C1c2ccccc2S(=O)(=O)N1Cc1nnc(-c2ccccc2Br)o1 | 3% | 9% | 11% | 15% | -4% | 2%
Nc1c2c(nc3ccccc13)CCN(Cc1ccccc1)C2 | 0% | ? | 8.3µM* | ? | 2% | -4%
CC1Cc2ccccc2N1C(=O)c1ccnc(C(C)(C)C)c1 (stereo not given) | 0% | ? | 30% | 12µM* | -1% | 5%
Cc1ccc2nc(-c3ccc(NC(=O)CN4CCN(C(=O)c5ccco5)CC4)cc3)sc2c1 | -6% | ? | 1.5µM* | 2.3µM* | ? | 2%
O=C(Nc1ccc(Cl)c(Cl)c1)C1C2C=CC3(O2)C1C(=O)N(CCN1CCCCC1)C3C(=O)NC1CCCCC1 (stereo not given) | -5% | ? | ? | ? | -11% | -1%
Cc1ccc(O)c(NC(=O)c2cc(-c3ccccc3)on2)c1 | 7% | -27% | 0% | ? | 69%[activator] | 3%
CCCC(=O)Nc1nnc(SCC(=O)Nc2ccc3c(c2)OCO3)s1 | 7% | 9% | 44%[activator] | 48%[activator] | -5% | -6%
O=C(Nc1ccc(O)cc1)c1cc2ccccc2c(=O)s1 | -2% | ? | 130%[activator] | 120%[activator] | -7% | -2%
Cc1cc(NC(=O)CC2Oc3ccccc3NC2=O)ccc1Br (stereo not given) | 19% | -6% | ? | -3% | 0% | 3%
CN1CCN(C(CC(=O)Nc2cccc(O)c2)C(=O)O)CC1 (stereo not given) | nt | nt | ? | -7% | -9% | 2%
O=C1CCc2cc(NS(=O)(=O)c3ccc(Br)cc3)cc3c2N1CC3 | 1% | -8% | -30% | -5% | 6% | nt
Cc1c(C(=O)Nc2ccccn2)oc2ccc(Br)cc12 | -3% | -2% | 11% | 132%[activator] | 1% | nt
Cc1oc2ccc(O)c(CN3CCOCC3)c2c1C(C)O (stereo not given) | -10% | -5% | -8% | 17% | -22% | 0%
Brc1c(-c2ccc3c(c2)OCO3)nc2ncccn12 | -4% | 2% | ? | 67%[activator] | 11% | -28%
CCCCn1c(=N)n(CC(O)c2ccccc2)c2ccccc21 (stereo not given) | 4% | ? | 13µM* | 2.1µM* | -1% | 1%
CC1=C(C(=O)Nc2ccc(C)cc2C)C(c2ccc([N+](=O)[O-])cc2)n2ncnc2N1 (stereo not given) | 0% | 0% | ? | -10% | 2% | 2%
COc1ccc(-c2c(=O)n(OCc3nc4ccccc4[nH]3)c3ccccc3[n+]2[O-])cc1 | -1% | -10% | 0% | ? | 3% | -1%
O=C(CNC(=O)c1ccc(Cl)cc1Cl)OCCCn1c(=O)[nH]c2ccccc21 | 2% | 25% | 52%[activator] | 8% | 3% | nt
O=C(Nc1cccc(O)c1)c1ccccc1[N+](=O)[O-] | -8% | 8% | 6% | 33%[activator] | 19% | -3%
COc1cccc(CNC(=O)CCC2CCCN(Cc3ccc4c(c3)CCO4)C2)c1 (stereo not given) | -5% | -13% | ? | ? | 1% | 1%
Cc1ccsc1C(=O)NCCc1ccc(S(N)(=O)=O)cc1 | 2% | 4% | -4% | 0% | 0% | 0%
COc1ccc(CCNC(=O)CCn2c(=O)oc3ccccc32)cc1OC | 3% | 18% | -20% | -13% | 1% | -3%
CC(=O)N1CCc2cc(S(=O)(=O)NC(CC(C)C)C(=O)N3CCc4ccccc4C3)ccc21 (stereo not given) | 0% | 20% | 66%[activator] | ? | -4% | 2%
O=C(NCc1ccccn1)C(=O)Nc1nc(-c2ccccc2)cs1 | -5% | 3% | -5% | 16% | 5% | 3%
Cc1c(C(=O)N2CCCCC2)oc2ccc(S(=O)(=O)N3CC(C)CC(C)C3)cc12 (stereo not given) | 4% | ? | 12µM* | ? | -10% | 0%
